# TrxR1 substrate – rat thioredoxin reductase 1 substrate activity; Potency, µM (series often up to 114 µM), for the others: top-dose activity change, negative = substrate turnover; purified TrxR1 substrate turnover, NADPH consumption readout; O89049; 390,000 compounds, 0.01% hits; also: potency is read from the fitted curve at half-maximal effect; % is scaled to controls: 0 for no effect and ±100 for the full control effect; nearly all actives have a fitted effect of over 50% in size
#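 Rat TrxR1, dispensed at 90 nM, was prereduced with 400 uM NADPH (final) for 5 min at ~22 deg C, then incubated with compound 15 min before 400 uM selenite. A first-read NADPH fluorescence drop versus no-compound background flagged substrates.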
# D2 ag – activates the human D2 dopamine receptor; P14416; HEK293 T-REx D2 cells, calcium flux agonist mode; activation, % at 2 µM; 340,000 compounds, 0.53% hits; AID 485358;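 active = activation over 3 SD above normal in the single-dose calcium agonist read, cut at about 30% in these data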; also: 0% is about no effect
#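 In this primary screen, compounds producing a positive calcium signal within 180 s of addition to tetracycline-induced, force-coupled HEK293 Trex D2 cells are flagged; cells are dye-loaded with a no-wash calcium kit beforehand.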
# rTrxR1 inhibitor – inhibitors of rat thioredoxin reductase 1 | AID 588453 | 390,000 compounds, 1% hits | recombinant rTrxR1, NADPH fluorescence consumption, selenite substrate | Potency, µM (top dose mostly 114 µM), inactives show at the top dose activity change, negative = inhibition, actives largely listed as inhibitors; also: potency is read from the fitted curve at half-maximal effect; % is scaled to controls: 0 for no effect and ±100 for the full control effect; nearly all actives have a fitted effect of over 65% in size
#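 Rat TrxR1 (90 nM in the dispensed reagent) was pre-reduced with 400 uM NADPH for 5 min at room temperature, then incubated with compound for 15 min. After 400 uM selenite was added, NADPH fluorescence (Ex 340/Em 450 nm) was followed for 8 min.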
# mIDH1 inhibitor – inhibitors of human mutant IDH1 R132H; O75874; IDH1-R132H enzyme, NADPH consumption, diaphorase/resazurin fluorescence; Potency, µM (highest dose often 76.6 µM), inactives show at the top dose activity change, negative = inhibition, hits mostly inhibitors; 390,000 compounds, 0.093% hits; also: potency is read from the fitted curve at half-maximal effect; % is scaled to controls: 0 for no effect and ±100 for the full control effect; nearly all actives have a fitted effect of over 65% in size
# Target sequence (O75874 whole entry R132H, stated change not applied): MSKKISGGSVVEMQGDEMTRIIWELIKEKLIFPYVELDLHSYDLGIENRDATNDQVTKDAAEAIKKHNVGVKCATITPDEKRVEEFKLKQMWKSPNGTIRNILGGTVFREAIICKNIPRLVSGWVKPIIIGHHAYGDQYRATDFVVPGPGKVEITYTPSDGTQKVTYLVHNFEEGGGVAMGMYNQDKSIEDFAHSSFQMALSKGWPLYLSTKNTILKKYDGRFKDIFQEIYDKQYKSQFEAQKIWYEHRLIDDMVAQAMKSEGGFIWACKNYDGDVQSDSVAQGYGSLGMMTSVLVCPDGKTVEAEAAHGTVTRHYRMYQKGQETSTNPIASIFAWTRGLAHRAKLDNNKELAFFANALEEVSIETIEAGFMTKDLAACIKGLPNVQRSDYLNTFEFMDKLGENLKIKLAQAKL
#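 IDH1-R132H (0.5 ug/mL dispensed) in pH 7.5 Tris buffer was preincubated 30 min with compound, then given a substrate mix of 0.016 mM NADPH and 2 mM alpha-KG for 80 min at room temperature; remaining NADPH was read by diaphorase/resazurin fluorescence.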
# TRHR enhancer – allosteric enhancers of human TRH receptor; P34981; TRHR cells, fluo-8 calcium fluorescence, EC20 TRH enhancement; enhancement, % at 2 µM; 360,000 compounds, 0.66% hits; AID 493056; in the data active = enhancement above about 30%; also: 0% is about no effect
# Target sequence (P34981 whole entry, looked up): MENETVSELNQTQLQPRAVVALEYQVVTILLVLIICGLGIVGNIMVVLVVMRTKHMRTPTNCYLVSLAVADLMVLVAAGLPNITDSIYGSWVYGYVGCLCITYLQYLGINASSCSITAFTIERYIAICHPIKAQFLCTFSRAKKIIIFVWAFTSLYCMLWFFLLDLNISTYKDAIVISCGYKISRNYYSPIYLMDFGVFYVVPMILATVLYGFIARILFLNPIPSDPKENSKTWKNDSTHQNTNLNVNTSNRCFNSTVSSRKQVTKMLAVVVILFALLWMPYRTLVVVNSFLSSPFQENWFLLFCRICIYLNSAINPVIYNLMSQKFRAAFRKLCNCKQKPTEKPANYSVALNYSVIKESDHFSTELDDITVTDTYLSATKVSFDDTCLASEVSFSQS
#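 Enhancer read-out: after compound pinning and an initial kinetic agonist-mode read, an EC20 of TRH (10 nM final) was injected and fluo-8 calcium signal (Ex 480/Em 530) followed at 1 s/cycle for 100 cycles in TRHR-expressing cells.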
# Pin1 inh – blocks the human prolyl isomerase Pin1. Q13526. Pin1 FP peptide displacement, HiFluor488, 10 min. Potency, µM (series often up to 115 µM), without a hit: at the top dose activity, negative = inhibition, most hits filed as inhibitors. 390,000 compounds, 0.009% hits. AID 504891; active = well fitted inhibition curve with a large enough effect in the polarisation, with a control signal flat, not every such curve was filed as active; inconclusive = small, poorly fitted or top-dose-only effect, or effect the other way, or a change in a side signal; inactive = no such curve, though single readings can be large or run the other way; the % refers to the polarisation; also: potency is read from the fitted curve at half-maximal effect; % is scaled to controls: 0 for no effect and ±100 for the full control effect
# Target sequence (Q13526 whole entry, looked up): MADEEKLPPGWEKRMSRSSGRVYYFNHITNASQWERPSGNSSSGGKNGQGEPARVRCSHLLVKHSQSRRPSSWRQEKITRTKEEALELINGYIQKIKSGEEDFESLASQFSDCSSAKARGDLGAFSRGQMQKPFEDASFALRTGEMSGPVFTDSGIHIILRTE
# D2 antagonist – D2 dopamine receptor (human) antagonism. P14416. HEK293 TREx D2 cells, calcium flux, dopamine EC80. inhibition, % at 10 µM. 340,000 compounds, 2% hits; in the data active = inhibition above about 30%; also: 0% is about no effect
#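 Compounds are added to dye-loaded, induced HEK293 T-REx cells coupled to calcium release via D2; after a 3 min kinetic read an EC80 dopamine stimulus is given and fluorescence is recorded for 3 more min.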
# TRHR agonist – activates the human TRH receptor; P34981; activation, % at 2 µM; TRHR cells, calcium flux fluo-8, FDSS agonist mode; 360,000 compounds, 0.18% hits; in the data active = activation above about 30%; also: 0% is about no effect
#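 Read-out: compound-evoked intracellular calcium rise in TRHR cells, fluo-8 dye, kinetic FDSS fluorescence at 1 s/cycle following a 10-cycle baseline. Cells cultured overnight before dye loading (30 min–1.5 h, RT).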
# USP1 inh – USP1/UAF1 (human) deubiquitinase inhibition. recombinant USP1/UAF1, Ub-Rhodamine cleavage fluorescence. Potency, µM (highest dose often 57.1 µM), for the others: top-dose activity change, negative = inhibition, hits mostly inhibitors. 390,000 compounds, 0.23% hits; also: potency is read from the fitted curve at half-maximal effect; % is scaled to controls: 0 for no effect and ±100 for the full control effect; nearly all actives have a fitted effect of over 60% in size; inactives centre near -12
#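 High-throughput fluorogenic screen: 1nM USP1/UAF1 complex, Ub-Rho substrate 150nM final, 50mM HEPES pH 7.8 with 0.5mM EDTA, 0.1 mg/ml BSA, 1mM TCEP and 0.01% Tween-20.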
# * = called active by the depositor; u = inconclusive; x = no result given; & = joins results of further samples; [ ] = remark or other dose. Unless noted, calls follow the shape of the dose curve; as a rule, active = well fitted inhibition curve with a large enough effect; inconclusive = small, poorly fitted or top-dose-only effect; inactive = no such curve, though single readings can be large or run the other way.
SMILES,TrxR1 substrate,D2 ag,rTrxR1 inhibitor,mIDH1 inhibitor,TRHR enhancer,Pin1 inh,D2 antagonist,TRHR agonist,USP1 inh
Cc1ccc(S(=O)(=O)NCC(=O)Nc2ccc3c(c2)OCO3)cc1,0%,0.2,8%,-5%,-1,-2%,-16,0.2,-14%
O=C(COC(=O)CCNS(=O)(=O)c1ccccc1)Nc1ccc(OC(F)F)cc1,8%,-0.5,10%,15%,4,9%,50*,-0.5,-10%
COc1cc(/C=N/NC(=O)c2cc3c(ccc4ccccc43)o2)cc(OC)c1O,x,-0.1,x,x,-16,x,12,-0.9,x
COc1ccc(C2N(c3ccccc3)C(=S)N3CCCN23)cc1 (stereo not given),3%,-0.6,5%,5%,0,4%,9,0.0,-10%
CCc1ccc(NCc2cc3ccc(OC)cc3n(CC(=O)Nc3ccccc3OC)c2=O)cc1,3%,-0.4,25%,12%,-2,19%,x,-0.6,-22%
Cc1ccc2nc(NC(=O)Cn3cc4c(n3)CCCCC4)sc2c1,-6%,-1.1,-8%,2%,1,0%,8,0.3,-12%
CC(=O)C(Sc1nc(-c2ccc(F)cc2)nc2c1c(=O)n(C)c(=O)n2C)C(C)=O,x,0.5,x,x,16,x,-6,0.9,x
COc1cc(C2SCC(=O)N2Cc2ccccc2)ccc1O (stereo not given),-4%,x,5%,11%,10,-7%,x,0.6,-10%
COc1ccc(-c2nnc(N(C)C(=O)c3ccco3)s2)cc1OC,8%,6.4,29%,-9%,-5,-5%,9,0.3,-6%
COc1cc(/C=N/NC(=O)c2ccc(-c3ccccc3)cc2)cc(OC)c1OC,48%[activator],2.4,94%[activator],0%,9,0%,-3,0.1,-23%
Cc1cc(C)n2c(Nc3ccc(Cl)cc3)c(-c3ccsc3)nc2n1,-4%,x,-7%,-8%,-2,u,x,-1.3,-22%
COC(=O)C1CCN(C(=O)CC(NC(=O)C(F)(F)F)c2cccs2)CC1 (stereo not given),2%,0.4,19%,-7%,7,-11%,-5,-0.5,-18%
O=C(OCC(=O)N1CCCC1=O)c1cc(S(=O)(=O)N2CCOCC2)ccc1F,-5%,-0.1,-3%,3%,5,0%,6,0.4,-12%
COc1ccc(F)cc1S(=O)(=O)NCCc1c(C)[nH]c2c(Cl)cccc12,-16%[57.1 µM],0.2,-17%[57.1 µM],-6%,-10,-9%,x,1.5,-24%
COc1ccc(CN2CN(c3ccc(Cl)cc3)C(=O)N(n3cnnc3)C2)cc1,8%[57.1 µM],-0.4,7%[57.1 µM],4%,4,-8%,-7,0.0,-13%
O=S(=O)(Nc1cccc(-c2ccc(N3CCCCCC3)nn2)c1)c1ccccc1,-12%[57.1 µM],0.5,-4%[57.1 µM],8%,4,13%,x,-0.1,u
O=C(NC(c1ccccc1)c1c(O)ccc2ccccc12)c1ccccc1Cl (stereo not given),-9%,0.4,-13%,0%,-4,-4%,6,-0.5,-13%
O=C(c1cc(=O)[nH]c2ccccc12)N1CCc2ccccc2C1,3%,2.9,8%[57.1 µM],11%,6,-2%,-2,0.7,-10%
CS(=O)(=O)Nc1ccc(C2=NN(C(=O)c3ccco3)C(c3ccco3)C2)cc1 (stereo not given),-5%,-0.3,-25%,-1%,-3,-2%,3,-0.4,-14%
CCN(C(=O)CN1C(=O)NC2(CCc3ccccc32)C1=O)C1CCS(=O)(=O)C1 (stereo not given),-2%,0.4,12%,2%,4,-12%,-1,2.1,-9%
COc1ccc(CCNC(=O)COC(=O)C2CC2C)cc1OC (stereo not given),6%,0.4,28%,-6%,1,-1%,0,2.7,-25%
O=c1n(Cc2ccc(F)cc2)nc2n1-c1cc(Cl)ccc1OC2,5%,0.1,12%,-3%,1,-3%,x,-0.3,-24%
Cc1[nH]n(C)c(=O)c1[N+](=O)[O-],-20%,-1.1,u,-11%,7,3%,1,-0.2,0%
O=C(COc1ccccc1)OCC(=O)N1CCCc2ccccc21,7%,-0.3,13%,3%,-3,0%,22,-0.2,-1%
CCn1c(SCc2cccc(F)c2)nnc1-c1ccncc1,10%,-0.6,23%,-1%,-8,-5%,-27,-0.8,-23%
Cc1nc2ccc(Br)cn2c1C(=O)N/N=C\c1ccccc1[N+](=O)[O-],-4%,-1.5,9%[57.1 µM],-11%,11,-3%,-20,-0.8,u
CCN(CC)C(=S)SCC(=O)Nc1nc(-c2ccccc2)c(-c2ccccc2)o1,-8%,-0.3,-2%,-3%,8,7%,12,-0.7,-5%
CO/C=C/C#CC1(O)CCN(C)CC1,12%[57.1 µM],x,17%[57.1 µM],0%,1,9%,x,0.5,-18%
Cc1cccc(CNC(=O)Cn2ccc3cc(S(=O)(=O)N4CCCCCC4)ccc32)c1,0%&5%,-1.1&0.5,18%&48%,3%&16%,-3&6,-1%&1%,-1,0.1&0.9,-14%&-18%
CC(c1ccccc1C(=O)O)c1cc(F)cc2ccccc12 (stereo not given),8%,x,38%[activator],-3%,x,-10%,x,x,-2%

# Single records, as listed above. Screens in order: TrxR1 substrate | D2 ag | rTrxR1 inhibitor | mIDH1 inhibitor | TRHR enhancer | Pin1 inh | D2 antagonist | TRHR agonist | USP1 inh
# Entry for O=c1n(Cc2ccc(F)cc2)nc2n1-c1cc(Cl)ccc1OC2 : 5% | 0.1 | 12% | -3% | 1 | -3% | x | -0.3 | -24%
# Entry for CCN(CC)C(=S)SCC(=O)Nc1nc(-c2ccccc2)c(-c2ccccc2)o1 : -8% | -0.3 | -2% | -3% | 8 | 7% | 12 | -0.7 | -5%
# Entry for Cc1nc2ccc(Br)cn2c1C(=O)N/N=C\c1ccccc1[N+](=O)[O-] : -4% | -1.5 | 9%[57.1 µM] | -11% | 11 | -3% | -20 | -0.8 | u

# The results go on:
SMILES,TrxR1 substrate,D2 ag,rTrxR1 inhibitor,mIDH1 inhibitor,TRHR enhancer,Pin1 inh,D2 antagonist,TRHR agonist,USP1 inh
CCCCNC(=O)COC(=O)c1ccc(C)c(NC(=O)c2ccco2)c1,4%,-0.3,13%[57.1 µM],1%,-3,-1%,10,0.1,-3%
O=C(O)c1cc(-n2nnnc2SCc2ccc([N+](=O)[O-])cc2)ccc1Cl,7%[57.1 µM],0.4,4%[57.1 µM],4%,-1,-19%,9,0.3,-5%
CC(C)CC(OC(=O)c1nsc(Cl)c1Cl)C(=O)NC1CCCC1 (stereo not given),-3%,-1.3,10%,3%,8,-9%,69*,-1.8,-5%
Cc1cc(=O)oc(C)c1C(=O)OCC(=O)c1ccc(Cl)cc1,7%,-0.1,6%[57.1 µM],12%,1,3%,19,0.3,-8%
COc1cccc(CNC(=O)COC(=O)CN2C(=O)NC3(CCCCC3C)C2=O)c1 (stereo not given),-1%,0.7,21%,14%,-1,-1%,4,-0.1,-20%
COCCN(C(=O)c1cc(Cl)nc2ccccc12)c1c(N)n(Cc2ccccc2)c(=O)[nH]c1=O,2%,0.3,6%,-8%,-5,1%,11,-0.1,-6%
CCC(CC)C(=O)NCCNC(=O)C(CC)CC,14%[57.1 µM],-0.5,14%[57.1 µM],4%,4,-3%,13,0.9,-19%
COc1ccc(NC(=O)CN2C(=O)C(=O)N(C3CCCC3)C2=O)c(OC)c1,5%,x,8%,-8%,x,4%,x,x,-23%
COc1ccc(CCNC(=O)c2c(C)noc2C)cc1,9%,0.1,15%,2%,-4,-1%,-2,1.1,-7%
CCOC(=O)C1=C(COC(=O)[C@H](C)NS(=O)(=O)c2ccc(NC(C)=O)cc2)NC(=O)NC1C (stereo not given in full),-1%,0.3,15%,-10%,-7,-7%,-28,0.1,-16%
O=C(CSc1nnc(NC2CCCCC2)s1)NCc1ccco1,-6%[57.1 µM],2.9,26%[57.1 µM],7%,8,0%,-1,-0.3,-13%
FC(F)(F)c1cc(Sc2ccccc2)nc(-c2ccccn2)n1,8%[57.1 µM],x,2%[57.1 µM],-3%,1,0%,x,-2.2,-3%
CSCC[C@H](NC(=O)OC(C)(C)C)c1nnc(SCc2cccc(F)c2)o1,5%[57.1 µM],-1.2,10%[57.1 µM],7%,3,0%,1,0.8,-23%
CCOP(=O)(OCC)C(Nc1cccc(C(F)(F)F)c1)c1ccc(C)cc1 (stereo not given),-7%[57.1 µM],37*,9%,6%,1,2%,-10,0.2,-20%
CCOC(=O)N1CCN(C(=O)CN(C)S(=O)(=O)c2ccc(OCC)cc2)CC1,4%[57.1 µM],2.3,16%[0.0914 µM],26%,-5,0%,-23,1.9,3%
CCOC(=O)C1CCN(C(=O)Cn2cc(C(=O)OC)c3ccccc32)CC1,2%,x,12%[57.1 µM],3%,8,-3%,x,0.2,-23%
Cc1onc(-c2c(F)cccc2Cl)c1C(=O)Nc1nc2ccccc2[nH]1,8%[57.1 µM],0.2,15%[57.1 µM],4%,3,34%[activator],2,-0.5,3%
N#Cc1ccsc1NC(=O)CN1CCN(c2ccccn2)CC1,-8%,41*,-5%,10%,-10,u,31*,-0.5,1%

# Just D2 ag and TRHR agonist, for 2 of the compounds above:
SMILES	D2 ag	TRHR agonist
CC(C)CC(OC(=O)c1nsc(Cl)c1Cl)C(=O)NC1CCCC1 (stereo not given)	-1.3	-1.8
Cc1cc(=O)oc(C)c1C(=O)OCC(=O)c1ccc(Cl)cc1	-0.1	0.3

# Some of the entries so far, with values under each structure.
# Value order: TrxR1 substrate | D2 ag | rTrxR1 inhibitor | mIDH1 inhibitor | TRHR enhancer | Pin1 inh | D2 antagonist | TRHR agonist | USP1 inh
> CCOP(=O)(OCC)C(Nc1cccc(C(F)(F)F)c1)c1ccc(C)cc1 (stereo not given)
→ -7%[57.1 µM] | 37* | 9% | 6% | 1 | 2% | -10 | 0.2 | -20%
> CCOC(=O)N1CCN(C(=O)CN(C)S(=O)(=O)c2ccc(OCC)cc2)CC1
→ 4%[57.1 µM] | 2.3 | 16%[0.0914 µM] | 26% | -5 | 0% | -23 | 1.9 | 3%

# Only part of the results is shown; count on the stated rates, not on these rows.
